Screening results: PubChem BioAssay, several laboratories
MrgX1 allo act = positive allosteric modulators of MrgX1, primary screen, HEK293 cells, Fluo-4 calcium flux; B-score at 10 µM; 310,000 tested, 0.63% active; AID 588675, 2011; FDSS; active compounds read high;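 active = plate-corrected calcium response at least 3 library SD above typical, normal starting fluorescence, not activating the receptor alone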;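 also: compound read alongside a low EC10 to EC30 dose of BAM8-22 agonist; peak minus trough fluorescence over baseline measured at the second addition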
MrgX1 agonist = agonists of human MrgX1 receptor, primary screen, HEK293 cells, Fluo-4 calcium flux. 310,000 tested, 0.44% active. B-score at 10 µM. Fluo-4 calcium fluorescence, agonist mode; active compounds read high;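 active = calcium response B-score plate-corrected fluorescence ratio at least 3 library SD, with starting fluorescence B-score inside 5 SD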
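Assay system: MrgX1-expressing HEK293 cells / Amount: fifteen thousand cells per well / Doses: test compound in the initial addition of three / Timing: cells plated overnight, dye loaded 0.5 h 37 °C, 0.5 h room temperature / Technique: kinetic calcium dye fluorescence, Fluo-4 NW / Control set: positive and negative controls per plate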
TRPC6 inh = mouse TRPC6 channel inhibitors, primary screen, cell-based, HEK293, membrane potential dye. Short transient receptor potential channel 6 (Mus musculus), Q61143. ACh-evoked depolarization; active compounds read low. B-score at 10 µM. 310,000 tested, 1.1% active. AID 2553, 2010;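 active = B-score under library mean minus 3 SD, initial fluorescence not abnormally high, positive integrated signal ratio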;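 also: B-score derived from integrated fluorescence ratio over the kinetic read; more negative B-score means stronger inhibition of depolarization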
Target sequence (Q61143 whole entry, looked up): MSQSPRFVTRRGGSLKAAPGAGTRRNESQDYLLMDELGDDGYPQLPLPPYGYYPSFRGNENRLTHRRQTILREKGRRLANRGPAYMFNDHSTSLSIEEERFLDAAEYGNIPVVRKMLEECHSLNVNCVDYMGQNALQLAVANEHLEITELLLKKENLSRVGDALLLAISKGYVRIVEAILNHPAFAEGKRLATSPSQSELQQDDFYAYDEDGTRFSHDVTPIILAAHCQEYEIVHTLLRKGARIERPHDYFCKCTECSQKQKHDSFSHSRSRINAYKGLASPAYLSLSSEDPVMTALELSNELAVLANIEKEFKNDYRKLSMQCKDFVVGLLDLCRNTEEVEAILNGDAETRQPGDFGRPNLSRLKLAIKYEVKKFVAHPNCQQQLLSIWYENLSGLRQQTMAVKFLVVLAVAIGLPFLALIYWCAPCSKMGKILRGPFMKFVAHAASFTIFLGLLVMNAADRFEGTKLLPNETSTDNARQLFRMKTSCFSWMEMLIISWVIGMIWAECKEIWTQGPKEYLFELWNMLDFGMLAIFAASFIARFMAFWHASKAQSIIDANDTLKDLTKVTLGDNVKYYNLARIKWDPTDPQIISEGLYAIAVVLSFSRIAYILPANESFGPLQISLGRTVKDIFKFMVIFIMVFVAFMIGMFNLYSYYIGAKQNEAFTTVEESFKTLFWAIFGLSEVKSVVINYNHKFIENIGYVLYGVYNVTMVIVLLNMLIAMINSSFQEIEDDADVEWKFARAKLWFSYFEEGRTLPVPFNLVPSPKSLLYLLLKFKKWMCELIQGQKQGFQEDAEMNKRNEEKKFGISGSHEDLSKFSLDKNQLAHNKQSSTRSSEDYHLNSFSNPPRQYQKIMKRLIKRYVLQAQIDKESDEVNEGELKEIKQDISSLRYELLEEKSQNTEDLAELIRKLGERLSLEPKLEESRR
PolyA inhibitor = polyadenylation inhibitors in yeast reporter cells, primary screen, luminescence, S. cerevisiae; S. cerevisiae SKY197-pL101 polyadenylation reporter, beta-gal luminescence; efflux-impaired pdr1/pdr3 knockout yeast; score 100 = 6 SD above DMSO; 300,000 tested, 0.02% active; AID 1875, 2009; calls only at 12 µM;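 active = lowest replicate activity score at least 50, where 100 means six control SD above control mean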;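 also: yeast exposed to compound for 9 h at 30 °C; higher score means more reporter readthrough which indicates perturbed polyadenylation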
MrgX1 antagonist = antagonists of human MrgX1 receptor, primary screen, HEK293 cells, Fluo-4 calcium flux. Mas-related G-protein coupled receptor member X1 (Homo sapiens), Q96LB2. BAM8-22 antagonism; active compounds read low. B-score at 10 µM. 310,000 tested, 1.3% active;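 active = calcium-response B-score plate-corrected more than 3 library SD below zero, starting fluorescence within 5 deviations, no agonist response on first addition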;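 also: peak minus trough fluorescence over baseline after final BAM8-22 challenge near maximal dose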
TRPC4 block = inhibitors of mouse TRPC4 channel, primary screen, Fluo4 calcium, HEK293 TRPC4beta/mu-opioid cells | AID 2247, 2010 | DAMGO-evoked Fluo4 calcium flux; active compounds read low | B-score at 10 µM | 300,000 tested, 0.39% active;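 active = B-score over 3 SD under the library average, no early fluorescence shift, positive overall ratio signal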
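test system = HEK293 cells with stable TRPC4beta plus mu-opioid receptor expression | detection = Fluo4 Ca2+ flux fluorescence | read-out = integrated fluorescence ratio relative to baseline, converted to per-well B score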
TRPC4 potent = positive allosteric modulators of TRPC4, primary screen, cell-based, mouse TRPC4beta, HEK293 mu-opioid, Fluo-4 calcium | Short transient receptor potential channel 4 (Mus musculus), Q9QUQ5 | DAMGO EC20, Fluo-4 Ca2+ flux; active compounds read high | B-score at 10 µM | 310,000 tested, 0.42% active | AID 2227, 2009;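 active = B-score of calcium response area above 5 SD of library B-scores, with initial fluorescence ratio within 5 SD of library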;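 also: B-score of integrated fluorescence ratio over time as area under calcium response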
TRPC6 act = mouse TRPC6 channel activators, primary screen, cell-based, HEK293, membrane potential dye; Short transient receptor potential channel 6 (Mus musculus), Q61143; HEK293-TRPC6 membrane potential dye fluorescence; active compounds read high; B-score at 10 µM; 310,000 tested, 0.13% active; AID 2550, 2010;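 active = B-score of the integrated fluorescence ratio above library mean plus 3 SD, and starting fluorescence ratio within library mean plus 5 SD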;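 also: higher score means more depolarization so channel activation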
AI-2 QS mod = Vibrio harveyi AI-2 quorum sensing modulators, primary screen, JMH597 strain, luminescence/OD600 ratio | 300,000 tested, 0.4% active | activity change, % at 7.5 µM | Vibrio harveyi JMH597 AI-2 luminescence/OD600 ratio, 9 h; active compounds read low; strain lacks LuxN and CqsS sensors; 0 = neutral-control median; in the data active = activity change below about -75%, passing the limit was not always enough;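 also: luminescence divided by OD600 gain over 9 h not by final OD600 alone; inactives centre near 13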
TRPC4 act = activators of mouse TRPC4 channel, primary screen, Fluo4 calcium, HEK293 TRPC4beta/mu-opioid cells; 310,000 tested, 0.49% active; B-score at 10 µM; Short transient receptor potential channel 4 (Mus musculus), Q9QUQ5; Fluo4 calcium fluorescence; active compounds read high; AID 2237, 2010;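 active = B-score above 5 SD of library B-scores, and initial fluorescence ratio not above library mean plus 5 SD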;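 also: positive B-score marks a calcium rise read as TRPC4 activation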
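Assay system – TRPC4beta and mu-opioid receptor HEK293 stable cells · Measured by – Fluo4 fluorescence, kinetic · Schedule – dye loading 45 min room temperature, 110 s kinetic read · Read-out – B-scored integrated calcium fluorescence ratio · Controls – buffer and maximal DAMGO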
HIF activator = HIF pathway transcriptional activators, primary screen, cell-based, U2OS HRE-luciferase, luminescence | U2OS HRE-luciferase reporter; normalized: DMSO 0%, desferrioxamine 100% | activation, % at 7.5 µM (by protocol) | 300,000 tested, 0.32% active | AID 1910, 2009;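 active = mean activation of at least 10% of the iron chelator positive control signal, with at least half of replicates also reaching 10%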
Starred values were filed as active, the others as inactive; i = inactive; x = not tested or not shown. A portion of the library; rates above refer to the full screens.

SMILES	MrgX1 allo act	MrgX1 agonist	TRPC6 inh	PolyA inhibitor	MrgX1 antagonist	TRPC4 block	TRPC4 potent	TRPC6 act	AI-2 QS mod	TRPC4 act	HIF activator
C=CCn1c(SCC(=O)Nc2ccc3c(c2)OCO3)nc2ccccc2c1=O	i	i	i	i	i	i	i	i	35	i	-0.2
O=C(O)CSc1nnc(-c2ccc(S(=O)(=O)N3CCCC3)cc2)n1Cc1ccco1	i	i	i	x	i	i	i	i	10	i	0.4
COc1cc2c(cc1OC)C(C(=O)Nc1ccccc1N1CCN(C)CC1)C1c3ccccc3CCN1C2=O (stereo unspecified)	i	i	i	i	i	i	i	i	3	i	-0.7
O=C(NCCc1ccccc1)c1cc(=O)[nH]c2ccccc12	i	i	i	i	i	i	i	i	20	i	0.4
COc1ccccc1OCCNC(=O)C1CC(=O)N(c2ccc3c(c2)OCCO3)C1 (stereo unspecified)	i	i	i	i	i	i	i	i	29	i	0.2
CCC(C)NC(=O)CNC(=O)c1nn(-c2ccc(OC)cc2OC)c(=O)c2ccccc12 (stereo unspecified)	i	i	i	i	i	i	i	i	21	i	-21
COc1ccccc1/C=C1/SC(=S)N(CCC(=O)Nc2cccnc2)C1=O	i	i	i	i	i	i	i	i	7	i	-0.4
CC(C)c1ccc(/C=C2\SC(=S)N(CCC(=O)N3CCCCC3CCO)C2=O)cc1 (stereo unspecified)	i	i	i	i	i	i	i	i	37	i	0.0
CCn1c(C(=O)O)c(CC(=O)Nc2ccc(Br)cc2C)c2ccccc21	i	i	i	i	i	i	i	i	18	i	0.4
NC(=O)C1CCN(c2c([N+](=O)[O-])cc(C(F)(F)F)cc2[N+](=O)[O-])CC1	i	i	i	i	i	i	i	i	8	i	0.1
Cc1ccc(C)c(NC(=S)NNC(=O)c2ccco2)c1	i	i	i	i	i	i	i	i	26	i	-0.1
CC(=O)NC(CC(=O)NC1CCCCC1)c1ccccc1 (stereo unspecified)	i	i	i	i	i	i	i	i	2	i	0.0
CC(Oc1cccc(Cl)c1)C(=O)Nc1ccncc1 (stereo unspecified)	i	i	i	i	i	i	i	i	11	i	0.2
COc1ccccc1/C=N/n1c(C)nnc1-n1nc(C)cc1C	i	i	i	i	i	i	i	i	11	i	-0.4
COC(C(=O)Nc1ccnn1C1CCN(Cc2nccs2)CC1)c1ccccc1 (stereo unspecified)	i	i	i	i	i	i	i	i	3	i	-0.1

Reprinted from the part before: two entries, followed by the next part.
SMILES	MrgX1 allo act	MrgX1 agonist	TRPC6 inh	PolyA inhibitor	MrgX1 antagonist	TRPC4 block	TRPC4 potent	TRPC6 act	AI-2 QS mod	TRPC4 act	HIF activator
COc1ccccc1/C=N/n1c(C)nnc1-n1nc(C)cc1C	i	i	i	i	i	i	i	i	11	i	-0.4
COC(C(=O)Nc1ccnn1C1CCN(Cc2nccs2)CC1)c1ccccc1 (stereo unspecified)	i	i	i	i	i	i	i	i	3	i	-0.1
CCCCCn1c(=O)[nH]c2cc(C(=O)NCc3ccco3)ccc2c1=O	i	i	i	i	i	i	i	i	19	i	-0.8
COC(=O)c1[nH]c(C)c(/C(O)=C2\C(=O)C(=O)N(CCN(C)C)C2c2cccs2)c1C (stereo unspecified)	i	i	i	i	i	i	i	i	15	i	-0.2
O=C(CNC1CCCCCC1)Nc1ccccc1N1CCOCC1	i	i	i	i	i	i	i	i	18	i	-0.3
O=C(NCCc1c[nH]c2ccccc12)c1ccc(F)cc1F	i	i	i	i	i	i	i	i	-82*	i	3.8
CN1CCC(=O)N([C@H](CSc2ccccc2)Cc2ccccc2)CC1	i	i	i	i	i	i	i	i	14	i	-0.4
O=C(C1CCCCC1)N1CCCn2c1nc1ccccc12	i	i	i	i	i	i	i	i	-3	i	0.1
COC(=O)CSc1nc2sc3c(c2c(=O)n1C1CCCCC1)CCN(C)C3	i	i	-9.4*	i	i	i	i	i	21	i	0.4
CCCCN(C(=O)c1ccc(Cl)c([N+](=O)[O-])c1)c1c(N)n(CCC)c(=O)[nH]c1=O	i	i	i	i	i	i	i	i	-8	i	-0.9
Cc1ccc(CS(=O)Cc2ccc(C(=O)N3CCOCC3)o2)cc1 (stereo unspecified)	i	i	i	i	i	i	i	i	12	i	-0.8
N#Cc1c(/N=C/c2ccco2)oc(-c2ccccc2)c1-c1ccccc1	i	i	i	i	i	i	i	i	12	i	0.1
CCOc1ccc(N(CC(=O)NCCc2ccccc2)S(=O)(=O)c2ccccc2)cc1	i	i	i	i	i	i	i	i	11	i	0.6
CCCCC(=O)Nc1ccccc1N1CCN(c2ccc(F)cc2)CC1	i	i	i	i	i	i	i	i	10	i	-0.2
CC(=O)N1N=C(c2cccc(Br)c2)OC12CCCC2	i	i	i	i	i	i	i	i	43	i	-1.0
Cc1cc(C)cc(N(CC(=O)NCCSCc2ccccc2)S(C)(=O)=O)c1	i	i	i	i	i	i	i	i	26	i	0.4
Cc1cc(C)cc(NC(=O)c2ccc(NC(=O)c3ccco3)cc2)c1	i	i	i	i	i	i	i	i	9	i	-0.6
CCc1ccccc1OCc1nnc(N)s1	i	i	i	i	i	i	i	i	13	i	0.6
Nc1c(NCCCN2CCOCC2)c2ccccc2oc1=O	i	i	i	i	i	i	i	i	19	i	-0.4
CCOC(=O)c1c(C)c(C(=O)NCC2CCCO2)c(C)n1CC (stereo unspecified)	i	i	i	i	i	i	i	i	3	i	-0.4
N#Cc1c(C#N)c(-c2ccccc2)n(-c2ccc(C(=O)O)cc2)c1N	i	i	i	i	i	i	i	i	12	i	-0.1
CNC(=O)N(O)C1N(/N=C/c2ccc(N(C)C)cc2)C(=S)SC1(C)C (stereo unspecified)	i	i	i	i	i	i	i	i	24	i	1.3
COCCN(Cc1ccccc1)C(=O)c1ccc2c(=O)n3c(nc2c1)CCC3	i	i	i	i	i	i	i	i	34	i	-0.3
NC(=O)c1ccc(Sc2nnc(-c3cccs3)n2CC2CCCO2)c([N+](=O)[O-])c1 (stereo unspecified)	i	i	i	i	i	i	i	i	18	i	-0.1
Cc1nc2nc(NCc3cccs3)nn2c(C)c1Cl	i	i	i	i	i	i	i	i	10	i	0.6
Cc1ccc(S(=O)(=O)C(C#N)c2nc3ccccc3nc2N2CCN(C)CC2)cc1C (stereo unspecified)	i	i	i	i	i	i	i	i	1	i	0.2
CCOc1cc(/C=C2\CCCC(C(=O)C(F)(F)F)=C2O)ccc1O	i	i	i	i	i	i	i	i	17	i	0.2
O=C(CSc1nnc(-c2ccccc2O)o1)N1CCCCC1	i	i	i	i	i	i	i	i	14	i	0.7
Cc1nn(C)c(C(=O)NN)c1Cl	i	i	i	i	i	i	i	i	2	i	0.0
CCc1ccccc1NC(=O)N1CCC(NC(=O)C(Cc2ccc(OC)c(OC)c2)NC(C)=O)CC1 (stereo unspecified)	i	i	i	i	i	i	i	i	8	i	-0.4
COc1ccc(CCC(=O)Nc2sccc2C#N)cc1	i	i	i	i	i	i	i	i	5	i	3.1
COc1ccccc1OC(=O)c1ccc(SC)cc1OC	i	i	i	i	i	i	i	i	x	i	0.3
O=C1CC(c2ccccc2Cl)CC(O)=C1C=NCCCO (stereo unspecified)	i	i	i	i	i	i	i	i	20	i	-0.9
C=C(C)COc1ccc(-c2ncncc2-c2ccccc2OC)c(O)c1	i	i	i	i	i	i	i	i	-6	i	1.5
COc1ccc(-c2cccc(C(=O)Nc3ccc(C)cc3)c2)cc1	i	i	i	i	i	i	i	i	13	i	0.7
C=CCn1c(SCC(=O)Nc2sccc2C(N)=O)nc2ccccc2c1=O	i	i	i	i	i	i	i	i	22	i	1.3
O=C(Nc1ccc(Cl)c(S(=O)(=O)N2CCOCC2)c1)c1ccccc1-c1ccc(C(F)(F)F)cc1	i	i	i	i	i	i	i	i	29	i	-0.9
Cc1ccc(S(=O)(=O)N2CCCOC2CNC(=O)C(=O)NCc2ccco2)cc1 (stereo unspecified)	i	i	i	i	i	i	i	i	20	i	-0.5
COC(=O)c1sc(S(=O)(=O)N2CCCCC2)c(C(=O)OC)c1C	i	i	i	i	i	i	i	i	9	i	-0.1
Cc1nn(C)c(C)c1NC(=O)CCSc1nc(-c2ccco2)cc(C(F)(F)F)n1	i	i	i	i	i	i	i	i	20	i	-0.5
O=C(CCn1c(=O)[nH]c2ccccc2c1=O)N1CCN(c2ccc(Cl)cc2)CC1	i	i	i	i	i	i	i	i	15	i	-0.6
CCCCN1C2CCCC1CC(NC(=O)C1CCCCC1)C2 (stereo unspecified)	i	i	i	i	i	i	i	i	18	i	0.0
NS(=O)(=O)c1ccc(CNC(=O)Cc2cccs2)cc1	i	i	i	i	i	i	i	i	47	i	-1.0
COc1ccc(OC)c(-c2nc(C(=O)NCC3CCCO3)cc3c2[nH]c2ccccc23)c1 (stereo unspecified)	i	i	i	i	i	i	i	i	25	i	0.5
COc1ccc(NC(=O)N2CCC(CO)(CC3CCCCO3)CC2)c(OC)c1 (stereo unspecified)	i	i	i	i	i	i	i	i	12	i	-0.5
CC(=O)c1ccc(-c2ccccc2[C@H]2[C@H]3C=CC[C@@H](C)[C@@H]3C(=O)N2Cc2ccccc2)cc1	x	x	i	i	x	i	i	i	-4	i	-0.9
CCCCn1c(N)c(C(=S)NC(=O)CC(C)(C)C)c(=O)n(C)c1=O	i	i	i	i	i	i	i	i	2	i	-0.2
Cc1cccc(C(=O)NC(=S)Nc2ccccc2C(=O)O)c1	i	i	i	i	i	i	i	i	26	i	1.2
